CD40 NFkB inh – inhibitors of CD40-induced NF-kB signaling, primary screen, BL2 cells, luciferase reporter, single point. CD40L-induced, 4 h. inhibition, % at 10 µM. 83,000 tested, 0.94% active. AID 1053188, 2014;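 active = mean inhibition of at least 50% with a set share of replicates also reaching that level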;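 also: 0% = neutral control wells and 100% = IKK inhibitor VII at 50 µM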
Active calls of the source: *; & = joins results of further samples; [ ] = remark or other dose. Some of the compounds tested; rates above refer to the full screens.

SMILES | CD40 NFkB inh
COc1ccc(S(=O)(=O)Nc2ccc3c(c2)[C@H]2C[C@@H](CC(=O)N(C)C)O[C@@H](CO)[C@H]2O3)cc1 | 1[25 µM]
O=C(O)c1ccc(S(=O)(=O)c2ccccc2)cc1 | 3
Cc1nc2ccc(NC(=O)CS(=O)(=O)c3ccc(F)cc3)cc2s1 | -57
Cc1cc(C)n2nc(SCc3nnc(-c4cccs4)o3)nc2n1 | 8
O=C(Nc1ccc(Cl)cc1)N1[C@@H]2CNC[C@H]1C2c1ccc(-c2ccccc2)cc1 (stereo not given in full) | -4&-12[25 µM]
Cc1c(C(=O)c2cccc(F)c2)c2ccccn2c1CCC#N | 1
CCOC(=O)Sc1nc2ncncc2[nH]1 | -1
CC(=O)c1ccc(OCc2cc(C(=O)N(C)Cc3ccccn3)no2)cc1 | -119
CC(=O)c1ccc(NC(=S)Nc2ccc3[nH]c(=O)[nH]c3c2)cc1 | 5
Nc1nc(N2CCCCC2)nc2ccccc12 | -20
CC(C)CN1CC(C)C(=O)N(c2ccccc2)C1=O (stereo not given) | 7
C[C@@H]1CN([C@@H](C)CO)S(=O)(=O)c2ccc(-c3ccccc3)cc2O[C@H]1CN(C)Cc1cncnc1 | 4[25 µM]
Cc1cc(OC(=O)c2ccccc2)n(CCC#N)n1 | 32
Cc1ccc(OC(=O)CCNC(=O)c2ccccc2Cl)c(Br)c1 | 2
N#Cc1nc(-c2cccs2)oc1NCc1ccccc1 | -23
CN1C[C@@H]2[C@H](c3ccccc31)[C@@H](CO)N2C(=O)C1CC1 | 4
Cc1cccc(S(=O)(=O)N(C)C[C@@H]2OCc3ccccc3-c3c(n(C)c4ccccc34)C(=O)N([C@@H](C)CO)C[C@@H]2C)c1 | 13
Cc1ccc(NC(=O)C2CCCN(c3nccc(C)n3)C2)c(C)c1 (stereo not given) | 8
COc1ccc(CNC(=O)c2cc(C3CC3)on2)cc1 | 8
COc1ccc(S(=O)(=O)NCCSC(C)(C)C)cc1Cl | 8
COc1ccc(CNS(=O)(=O)c2ccc(NC(=O)N3CCCCC3)cc2)cc1 | 6
CN(C)C(=O)c1cccc(-c2ccc(C3[C@H]4CNC[C@@H]3N4Cc3ccc4c(c3)OCO4)cc2)c1 (stereo not given in full) | -6&3[25 µM]
COC(=O)c1cccc(C(=O)N2CCCC(Nc3ccc4c(c3)OCCO4)C2)c1 (stereo not given) | 7
CSc1ccc(/C=C/C(=O)OCC(=O)N(C)CCC#N)cc1 | 0
Cc1ccc(S(=O)(=O)Nc2ccc(-c3ccc4nncn4n3)cc2)cc1 | 20
C=CCn1c(Br)nc2c1c(=O)n(C)c(=O)n2C | 6
C[C@@H]1CCCCO[C@@H](CN(C)C(=O)CCC(F)(F)F)[C@@H](C)CN([C@@H](C)CO)C(=O)c2cc(NC(=O)c3ccccc3)ccc2O1 | 3
COC(=O)c1cn[nH]c1NC(=S)Nc1ccc(C)cc1Cl | 18
COc1ccc(CCNC(=O)C2CC(=O)N(c3ccccc3)C2)cc1OC (stereo not given) | 4
CC=Cc1ccc2n(c1=O)C[C@H]1[C@H](CO)[C@@H](C(=O)NC3CCC3)N(C(=O)C3CCC3)[C@@H]21 (mixture of isomers) | 7
COc1cccc(S(=O)(=O)N(C)C[C@@H]2OCc3ccccc3-c3ccccc3C(=O)N([C@@H](C)CO)C[C@H]2C)c1 | 6[25 µM]
C[C@@H]1CN([C@@H](C)CO)C(=O)c2cc(-c3ccc(C#N)cc3)cnc2O[C@H]1CN(C)Cc1cccnc1 | -20[25 µM]
COc1ccc(CCNS(=O)(=O)c2ccc3c(c2)CC(C)N3C(=O)C2CC2)cc1OC (stereo not given) | 18
COc1ccc(N2C(=O)CC(Sc3ccccc3C(=O)O)C2=O)c([N+](=O)[O-])c1 (stereo not given) | 15
CC(C)NC(=O)Nc1ccc2c(c1)C(=O)N(C)C[C@@H](C)[C@@H](CN(C)C(=O)NC(C)C)O2 | 6
c1ccc(CCc2ccccn2)cc1 | 6
O=C(OCCOc1ccccc1)c1cccc(S(=O)(=O)N2CCOCC2)c1 | -8
CCOC(=O)c1c(C)oc(NC(=O)COc2ccc(Cl)cc2C)c1C#N | 5
CC(=O)Oc1cccc(C(=O)O)c1OC(C)=O | 1[25 µM]
COc1ccccc1-c1noc(CCCC(=O)NC2CCCCC2)n1 | 16
CNS(=O)(=O)c1cccc2cccnc12 | 10
O=C(NC1CC1)c1cccc(-c2cncc3nccn23)c1 | -7
CSCCC(NC(=O)c1ccccc1Br)C(=O)N1CCN(C/C=C/c2ccccc2)CC1 (stereo not given) | 0
O=C(COc1ccc(S(=O)(=O)N2CCOCC2)cc1)N1CCOCC1 | -1
COc1ccc(NC(=O)c2ccc(NC(=O)c3cccnc3)cc2)cc1 | 11

Taken from above.
In CD40 NFkB inh, `COc1ccc(NC(=O)c2ccc(NC(=O)c3cccnc3)cc2)cc1` is listed with 11
In CD40 NFkB inh, `O=C(NC1CC1)c1cccc(-c2cncc3nccn23)c1` is listed with -7
In CD40 NFkB inh, `CCOC(=O)c1c(C)oc(NC(=O)COc2ccc(Cl)cc2C)c1C#N` is listed with 5
In CD40 NFkB inh, `CC(C)NC(=O)Nc1ccc2c(c1)C(=O)N(C)C[C@@H](C)[C@@H](CN(C)C(=O)NC(C)C)O2` is listed with 6
In CD40 NFkB inh, `c1ccc(CCc2ccccn2)cc1` is listed with 6

More records.
SMILES | CD40 NFkB inh
Brc1c(CSc2nncc3ccccc23)nc2ccccn12 | -36
CCc1nc2ccc(C(=O)NC3CCN(Cc4ccccc4)CC3)cn2c1N(C)Cc1cccs1 | 7
C[C@H](CO)N1C[C@H](C)[C@H](CN(C)S(=O)(=O)c2cn(C)cn2)Oc2cc(C#Cc3ccc(F)cc3)ccc2S1(=O)=O | 24[25 µM]
CCC1CCCCN1C(=O)N[C@@H](CCSC)C(=O)OC (stereo not given in full) | 9
Cc1ccc(S(=O)(=O)N2CCOCC2)cc1C(=O)OCCOc1cccc(Cl)c1 | -4
O=C(NCc1ccc(N2CCCC2=O)cc1)C1CCC(=O)N(Cc2ccccc2F)C1 (stereo not given) | -1
O=C(NNC(=O)c1ccccc1Cl)c1csc(N2CCOCC2)n1 | -1
O=C(NCCCN1CCOCC1)C1CC(=O)N(c2ccccc2)C1 (stereo not given) | 6
C[C@H](CO)N1C[C@H](C)[C@H](CN(C)C(=O)c2ccccc2)OCc2ccccc2-c2c(n(C)c3ccccc23)C1=O | 5
COc1ccccc1CN1C[C@@H](C)[C@H](OC)CN(C)C(=O)c2cc(NC(=O)Nc3ccccc3OC)ccc2OC[C@H]1C | 2[25 µM]
CN(C)CCCNC(=O)C[C@H]1CC[C@@H]2[C@H](COC[C@@H](O)CN2CC2CCCC2)O1 | 0
Cc1nnsc1C(=O)NC(=O)Nc1ccc(F)c(Cl)c1 | -19
COc1cccc(C(=O)c2c[nH]c(C(=O)NCc3cccs3)c2)c1 | -5
COc1ccc(-c2cc(C(=O)N3CCC3)c3ccccc3n2)cc1OC | -7
O=C(Nc1nc2ccsc2c(=O)s1)c1ccco1 | -36
CCOc1ccccc1C(=O)NCC(=O)NCCSc1ccc(Br)cc1 | 9
Cc1ccc(S(=O)(=O)Nc2nc(CN3CCOCC3)nc3sc(C)c(C)c23)cc1 | 6
Cc1cc(C(=O)OCC(=O)Nc2cccc(S(=O)(=O)N3CCOCC3)c2)c(C)o1 | 20
CN(C(=O)COC(=O)CCC(=O)c1ccc(F)cc1)C1CCCCC1 | 4
C[C@@H]1CN([C@@H](C)CO)C(=O)CCCn2nncc2CO[C@H]1CN(C)C(=O)NC1CCCC1 | 4[25 µM]
Cc1ccccc1-c1ccc(C2[C@H]3CNC[C@@H]2N3S(=O)(=O)c2ccc(F)cc2)cc1 (stereo not given in full) | 12&3
Cn1c(=O)[nH]c(=O)c2c1nc1n2CCCS1 | 5
CNC[C@H]1Oc2ccc(N)cc2CC(=O)N([C@H](C)CO)C[C@H]1C | -5[25 µM]
COCCNS(=O)(=O)c1cc(F)ccc1OC | 5
CN(c1ccc(S(=O)(=O)N2CCOCC2)cn1)C1CCCCC1 | 2
O=C(O)C1CCCCC1C(=O)NCCC(c1ccccc1)c1ccccc1 (stereo not given) | 7
Cc1ccc(-c2nc3ccccc3s2)cc1S(=O)(=O)N1CCOCC1 | -4
Cc1ccc(CN2C(=O)CSc3ccc(C(=O)NC4CC4)cc32)cc1 | 13
Cc1ccc2ccc(C3C(=O)c4ccccc4C3=O)nc2c1 | -80
Cc1ccc(CNC(=O)C2CSC3(C)CCC(=O)N23)cc1 (stereo not given) | -1
CC(C)(C)NC(=O)NC(=O)COc1ccccc1C#N | -86
CCn1c(SCC(=O)Nc2nnc(C)s2)nnc1-c1ccncc1 | 4
COc1ccc2c3c([nH]c2c1)[C@H](CO)N(C(=O)CN1CCOCC1)CC31CN(Cc2ccccc2)C1 | -11[25 µM]
Cc1nn(CC(=O)NCCCc2ccccc2)c(C)c1[N+](=O)[O-] | 12
COc1cc(CNCc2ccccn2)ccc1OCC(=O)NC1CCCCC1 | 12
O=C(COc1ccc(Br)cc1Cl)NNC(=O)c1ccccc1 | 0
CCOc1ccc(-c2cn[nH]c2N)cc1 | 6
CN1C(=O)c2cc(NC(=O)C3CCCC3)ccc2OC[C@H]2O[C@@H](CC(=O)NCc3ccccc3F)CC[C@H]21 | -7
O=C(Nc1cc(F)ccc1F)N[C@@H]1CC[C@H](CCn2cc(C3CCCC3)nn2)O[C@H]1CO | 2
Cc1ccc(NCC(=O)N/N=C/c2cccc(Br)c2)cc1 | 4
C[C@@H](NC(=O)C[C@@H]1CC[C@@H]2[C@H](COC[C@H](O)CN2C(=O)Nc2cccc(Cl)c2)O1)c1ccccc1 | -3[25 µM]
CCOC(=O)c1c(NC(C)=O)sc2c(OC)cccc12 | 9
CCc1ccc(OC2=NS(=O)(=O)c3ccccc32)cc1 | 9
Cc1cc2ccccn2c1C(=O)c1ccc(NN)c([N+](=O)[O-])c1 | 25
[O-][N+](=Cc1ccccc1)c1ccc(Cl)cc1 | -78
Cn1ccc(C(=O)Nc2cccnc2Cl)n1 | -10
CCc1cccc2c(C(=O)COC(=O)[C@@H]3CC(O)CN3S(=O)(=O)c3ccccc3[N+](=O)[O-])c[nH]c12 (stereo not given in full) | 4
CC(C)CCOc1ccc(C(CC(N)=O)C(=O)O)cc1 (stereo not given) | 7
CCOc1ccc2[nH]c3c(NCCc4ccc(OC)c(OC)c4)ncnc3c2c1 | 5
O=C(Nc1cccc(S(=O)(=O)N2CCCCC2)c1)c1ccccn1 | -15
O=C(c1cccnc1)N1C[C@H]2[C@@H](c3ccccc31)[C@@H](CO)N2C(=O)Nc1ccccc1Cl | -1
CN1CCCN(S(=O)(=O)c2ccc3c(c2)OCCO3)CC1 | -2
CCCn1c(SCC(=O)NC2CCCCC2)nnc1-c1ccccn1 | 7
O=C1CS/C(=N/N=C/c2cccs2)N1Cc1ccc(F)cc1 | 2
O=C(Nc1cc(F)ccc1F)N[C@H]1CC[C@@H](CCn2cc(C3CCCCC3)nn2)O[C@@H]1CO | 7[25 µM]
CN(C)C(=O)C1CCC(=O)N1Cc1cccs1 (stereo not given) | 3
CC1CCCCN1c1nc(-c2ccncc2)nc2ccccc12 (stereo not given) | 20
O=c1[nH]cnc2c1ncn2C1CCC(CO)O1 (stereo not given) | 11
CC(=O)N(c1ccccc1Cl)S(=O)(=O)c1ccc(Cl)cc1 | 5
Cc1ccccc1OCC(=O)OCC(=O)N1CCCc2ccccc21 | 7

Six entries out of the list, sorted by length of the SMILES, largest number first:
SMILES | CD40 NFkB inh
O=C(c1cccnc1)N1C[C@H]2[C@@H](c3ccccc31)[C@@H](CO)N2C(=O)Nc1ccccc1Cl | -1
O=C(Nc1cccc(S(=O)(=O)N2CCCCC2)c1)c1ccccn1 | -15
CC(=O)N(c1ccccc1Cl)S(=O)(=O)c1ccc(Cl)cc1 | 5
O=C1CS/C(=N/N=C/c2cccs2)N1Cc1ccc(F)cc1 | 2
CC1CCCCN1c1nc(-c2ccncc2)nc2ccccc12 (stereo not given) | 20
Cn1ccc(C(=O)Nc2cccnc2Cl)n1 | -10

More results
SMILES | CD40 NFkB inh
CCOCC(=O)Nc1c(C(=O)Nc2ccc(OC)cc2OC)oc2ccccc12 | -2
Cc1ccc(C)c(S(=O)(=O)NC2CCSC2=O)c1 (stereo not given) | 5
Nc1cc(S(=O)(=O)O)cc2ccc(S(=O)(=O)O)cc12 | -2
O=C(CNC(=O)c1ccccc1)NCC(c1ccco1)N1CCCC1 (stereo not given) | 4
CCC(=O)N1[C@@H]2Cn3c(ccc(-c4cncnc4)c3=O)[C@H]1[C@@H](C(=O)N1CCc3ccccc3C1)[C@@H]2CO | -10[25 µM]
CCS(=O)(=O)Nc1ccc2c(c1)C(=O)N(C)[C@H]1CC[C@H](CC(=O)N[C@H]3CCN(Cc4ccccc4)C3)O[C@@H]1CO2 | -1[25 µM]
Nc1ncc(Br)cc1S(=O)(=O)N1CCCCCC1 | 5
Cc1csc(NC(=O)c2ccc3nc[nH]c3c2)n1 | -10
COc1ccc(CCN(C)CCCC(C#N)(c2ccc(OC)c(OC)c2)C(C)C)cc1OC (stereo not given) | 14
Cc1cc(C)c(C#N)c(SCC(=O)Nc2c(C)n(C)n(-c3ccccc3)c2=O)n1 | -4
O=C(COc1ccc(Cl)cc1Br)NC1CC1 | -43
Cc1cccc(C2c3[nH]c4ccccc4c3CCN2C(=O)c2ocnc2C)n1 (stereo not given) | -2
O=C(CCC1CCCN(Cc2ccncc2)C1)NCc1ccc(F)c(F)c1 (stereo not given) | -4
O=C(O)c1cccc2c1Cc1cc([N+](=O)[O-])ccc1-2 | 8
CCOc1ccc2oc(C(=O)NCC3CCCO3)c(C)c2c1 (stereo not given) | 2
CO[C@@H]1CC[C@H]2CCOc3c(C#N)cccc3C(=O)N(C)C[C@H](c3ccccc3)CC(=O)N(C)C[C@@H]1O2 | -28[25 µM]
Cc1csc(=O)n1CC(=O)OCC(=O)c1c(N)n(C)c(=O)n(C)c1=O | 24
CC(=O)N(C)C[C@H]1Oc2ccc(NC(=O)NC(C)C)cc2C(=O)N(C)C[C@@H]1C | -1
CCC1(c2ccc(F)cc2)NC(=O)N(CC(=O)Nc2ccc(N3CCCCC3)cc2)C1=O (stereo not given) | -9
CCN1C(=O)c2cccc3c(S(=O)(=O)Nc4ncccc4C)ccc1c23 | -1

Screening results as filed in PubChem BioAssay.
